# High-throughput results: PubChem, several laboratories
# PfM18AAP inh – blocks P. falciparum M18 aspartyl aminopeptidase. AID 1822. inhibition, % at 7.35 µM. 290,000 compounds, 1.2% hits. recombinant PfM18AAP, H-Glu-NHMec fluorogenic cleavage;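 active = inhibition above the campaign mean inhibition over all tested compounds plus 3 SD, cut at about 28% in these data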;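 also: 0% = plate median of test compound wells and 100% = 2 mM ZnCl2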
# HCV NS3 hel inh – inhibitors of Hepatitis C virus NS3 helicase | NS3 helicase DNA unwinding, Cy5 molecular beacon fluorescence | AID 1800 | inhibition, % at 10.9 µM | 290,000 compounds, 0.56% hits;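 active = inhibition above the mean of all tested compounds plus 3 SD, set per campaign, cut at about 35% in these data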;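 also: 0% = DMSO wells and 100% = thioflavine S control wells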
#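 System: NS3 helicase fragment of HCV / Schedule: 1 h at 25 °C / Control set: DMSO alone as 0% and 110 µM thioflavine S as 100% / Reagent: Cy5/quencher beacon DNA duplex and ATP to start / Technique: Cy5 fluorescence / Replication: singlicate / Evaluation: % inhibition of end-to-start signal ratio versus controls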
# MEKK2 WT-MEK5 – raises or lowers MEK5 binding to wildtype human MEKK2 PB1 domain. Q9Y2U5. bead flow cytometry, Alexa488-MEK5 binding to MEKK2 WT; actives lie on both sides. binding response (% of control), % at 10 µM. 290,000 compounds, 1.1% hits. AID 1531; in the data active = binding response below about 67% or above about 130%
# MEKK2 mut-MEK5 – signal of MEK5 binding to mutant human MEKK2 PB1 domain; 290,000 compounds, 0.35% hits; bead flow cytometry, Alexa488-MEK5 binding to MEKK2 mutant; percent response, % at 10 µM; AID 1530; in the data active = percent response above about 24%, passing the limit was not always enough; also: inactives centre near 1; some results filed as inactive read as strong as hits
# IMP-1 inh – inhibitors of Pseudomonas aeruginosa IMP-1 metallo-beta-lactamase; inhibition, % at 5.6 µM; purified IMP-1, nitrocefin hydrolysis, epi-absorbance fluorescence; 290,000 compounds, 0.45% hits; AID 1556;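 active = inhibition above the mean plus 3 SD of all compounds in the same screening run, cut at about 4.5% in these data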;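 also: 0% = IMP-1 with DMSO and 100% = DMSO wells lacking enzyme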
#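 System: Purified IMP-1 | Read-out basis: Percent enzyme inhibition | Controls: IMP-1 with DMSO as 0%, enzyme-free DMSO as 100% | Replicates: One well per compound | Doses: 5.6 µM nominal single concentration | Detection: Epi-absorbance fluorescence, 480 nm excitation, 530 nm emission | Incubation: 25 °C, 15 min preincubation, 25 min reaction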
# NALP1 yeast inh – blocks the NALP1 inflammasome reconstituted in yeast; S. cerevisiae NALP1/ASC/caspase-1 growth, X-gal OD620, 72 h; inhibition, % at 10 µM; 280,000 compounds, 0.61% hits; in the data active = inhibition mostly above about 24%, no sharp cut-off; inactive = mostly below about 32%; also: some compounds called inactive have numbers as strong as hits
# VIM-2 inh – inhibitors of Pseudomonas aeruginosa VIM-2 metallo-beta-lactamase; 290,000 compounds, 0.89% hits; inhibition, % at 5.6 µM; purified VIM-2, nitrocefin hydrolysis, epi-absorbance fluorescence;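 active = inhibition above the mean of all tested compounds plus 3 SD, cutoff set per screening run, cut at about 7.5% in these data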;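 also: red hydrolysis product quenches plate fluorescence so inhibitors raise well fluorescence; 0% = enzyme with DMSO and 100% = DMSO without enzyme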
# FID counter – counter-screen for HCV NS3 helicase inhibitors: DNA intercalator displacement; DNA fluorescent intercalator displacement, fluorescence; inhibition, % at 7.9 µM; 290,000 compounds, 0.17% hits; in the data active = inhibition above about 37%;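 also: 0% = vehicle and 100% = reference compound; higher means more ethidium bromide displaced from hairpin DNA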
# UBC9 SUMO inh – inhibitors of human SUMOylation (UBC9). HTRF SUMOylation assay, SAE1/SAE2 + UBC9, in vitro. inhibition, % at 35 µM. 290,000 compounds, 0.36% hits. AID 2006. P63279; in the data active = inhibition above about 50%, passing the limit was not always enough; also: strong numbers were not always called active
# Target sequence (P63279 whole entry, looked up): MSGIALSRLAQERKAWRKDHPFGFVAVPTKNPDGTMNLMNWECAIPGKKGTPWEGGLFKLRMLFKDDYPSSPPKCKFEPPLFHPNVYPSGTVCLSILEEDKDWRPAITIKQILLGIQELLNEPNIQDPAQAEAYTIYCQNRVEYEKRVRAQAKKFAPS
# * marks the source's active call; other numbers are inactive results; / = not tested or not shown.
SMILES,PfM18AAP inh,HCV NS3 hel inh,MEKK2 WT-MEK5,MEKK2 mut-MEK5,IMP-1 inh,NALP1 yeast inh,VIM-2 inh,FID counter,UBC9 SUMO inh
Cc1onc(-c2c(F)cccc2Cl)c1C(=O)N=C(N)N1CC(C)OC(C)C1 (stereo not drawn),-7,-10,91,-8,-0.8,5,-2.5,-16,9
Cc1cc(NC(=O)c2ccc(F)cc2)n(CCOC(=O)c2ccc(F)cc2)n1,1,2,101,13,-1.4,27,-0.3,-10,16
Cc1ccccc1CN1C[C@@H]2C[C@@H](c3cn[nH]c3-c3ccc(F)cc3)N3CCC[C@@]23C1=O,-15,-10,87,-11,-1.5,-1,0.3,-12,-14
Cc1ccccc1OCC(=O)NC(=S)Nc1ccccc1N1CCN(S(C)(=O)=O)CC1,2,-10,100,1,-1.8,12,-4.4,-36,-36
O=C(Oc1ccc(Oc2ccccc2)cc1)N1CCC(O)CC1,-4,-2,98,-2,-0.5,4,0.6,-24,16
O=C(CCS(=O)(=O)c1ccccc1)Nc1ccc(-c2nc3ccccc3s2)cc1,-3,1,99,4,-3.1,14,-3.2,-7,13
Cc1c(OCc2ccc([N+](=O)[O-])cc2)ccc2c3c(c(=O)oc12)CCC3,-10,17,94,-3,-1.5,-4,-1.9,3,2
CCOc1ccc(/C=N/NC(=O)c2c(-c3ccccc3)noc2C)cc1,0,7,94,-1,-4.4,18,-2.1,-2,-15
O=C(N/N=C/c1ccc(Sc2nc3ccccc3s2)c([N+](=O)[O-])c1)c1ccccn1,0,1,84,-6,-3.0,12,-11,-4,28
O=C(N/N=C/c1ccncc1)c1cccc(NC(=O)c2ccc(Cl)cc2)c1,3,-10,66,-3,-4.2,5,-2.6,-9,62*
NC(=O)C(=O)N/N=C1\CCc2ccccc21,0,-4,90,-7,-1.2,7,-0.6,3,1
Cc1occc1C(=O)N1CCN(c2ccc([N+](=O)[O-])cc2)CC1,4,-2,103,4,-1.6,-1,-2.1,-11,19
NC(=O)N/N=C/c1ccc(OCc2cccc(Cl)c2)cc1,-6,-7,102,0,-1.3,6,-0.7,-9,-5
N=C1C(c2ccc(Br)cc2)=C(O)C2CCc3ccccc3N12 (stereo not drawn),6,16,105,5,-1.4,-7,-2.2,-10,25
CN(C)NC(=S)Nc1cccc(Cl)c1,3,5,98,6,-3.4,14,-4.6,-4,-1
O=C1OCc2ccc(NC(=O)C3CC3)cc21,-1,9,101,-2,-3.9,2,-1.1,3,5
Cc1cccc(CSc2ccc3nnc(-c4ccccn4)n3n2)c1,3,-4,100,2,-4.9,10,3.0,-27,20
Cn1c(=O)n(CCc2ccccc2)c(=O)c2c1nc1n2CCCN1CCc1ccccc1,-3,-11,100,4,-2.1,10,0.7,-1,12
CCOC(=O)c1ccc(CSc2nnc(-c3ccncc3)n2N)cc1,-1,-7,100,2,-1.7,8,-0.2,-9,7
O=C(O)c1ccc(N/C(=N\S(=O)(=O)c2ccc(Cl)cc2)c2ccccc2)cc1,2,26,100,-2,-2.2,-6,-2.2,-25,2
CCCCCC(=O)N/N=C/c1cccs1,-3,-1,95,-2,-2.4,18,-1.3,1,0
Cc1cccc(C(=O)NNC2=C(C(=O)C(F)(F)F)CCC2)c1O,17,12,98,4,-2.9,-7,-3.8,-9,5
CC1CC(NC(=O)/C=C/C(=O)O)CC(C)(C)C1 (stereo not drawn),-10,-10,100,2,-1.2,10,0.8,-5,9
CN(C)S(=O)(=O)c1cc(NC(=O)COC(=O)/C=C/c2ccco2)ccc1Cl,7,13,110,3,-1.4,/,-2.0,-17,3
Cc1cc(NCc2ccccc2)n2ncc(-c3ccccc3)c2n1,-1,8,104,8,-4.1,17,-2.6,-15,9
O=C(c1ccccc1)c1ccc(O)cc1O,-1,18,100,6,12*,3,7.0,1,-2
O=C(O)c1cccc(NC(=S)N/N=C/c2c[nH]c3ccccc23)c1,38*,14,86,-12,-2.0,6,2.5,-8,-7
Cc1ccc(C(=O)Cn2cnc3ccccc3c2=O)cc1,-11,7,95,2,-4.2,0,-2.7,-8,4
COc1ccccc1Cc1nc(-c2ccc(C)cc2)no1,1,-7,103,0,-2.1,8,-1.8,-3,2
O=C(NCCC(=O)N1CCCC1)c1ccccc1Cl,-6,2,107,4,-2.0,-1,-1.1,-4,-4
O=C(CN1CCN(C(=O)c2ccco2)CC1)Nc1ccc(Br)cc1,9,11,99,8,-1.5,-1,-1.8,-25,1
CCSc1nnc(NC(=O)CSc2nncc(=O)n2N)s1,11,3,107,4,-2.9,12,-3.1,-5,-16
O=C(CCCc1nc(-c2ccc(Cl)cc2)no1)NC1CCCCC1,-10,-7,102,-2,0.1,17,1.2,-26,9
COC(=O)c1ccc(/C=N/OCC(=O)NCCc2ccc(OC)c(OC)c2)cc1,-4,8,112,0,-1.1,8,-1.2,-38,17
CCOc1ccc(N(CC(=O)NC2CCCC2)C(=O)CCC(=O)Nc2nc(C)cs2)cc1,7,1,104,0,-3.3,3,-0.2,-49,6
COc1ccc(NC(=O)c2ccccc2NC(=O)CSc2ccc(C)cc2)cc1,-12,2,87,-13,0.2,13,-0.1,0,36
CCOC(=O)c1ccccc1NC(=O)COC(=O)C(CC(C)C)NC(N)=O (stereo not drawn),1,-3,108,0,-2.2,6,-0.3,-21,4
CC(C)C(OC(=O)c1cc2c(s1)CCCCC2)C(=O)NC(N)=O (stereo not drawn),-5,3,105,8,-3.9,18,-3.1,-5,28
CC(=O)C1CCN(Cc2ccccc2)CC1,-13,20,105,6,-3.9,6,-5.2,-6,5
O=C(C#Cc1ccccc1)c1ccco1,-60,-3,102,4,-2.1,44*,-4.0,-10,20

# Arranged by length of the SMILES (largest number first): part of the list above
SMILES,PfM18AAP inh,HCV NS3 hel inh,MEKK2 WT-MEK5,MEKK2 mut-MEK5,IMP-1 inh,NALP1 yeast inh,VIM-2 inh,FID counter,UBC9 SUMO inh
CCOc1ccc(N(CC(=O)NC2CCCC2)C(=O)CCC(=O)Nc2nc(C)cs2)cc1,7,1,104,0,-3.3,3,-0.2,-49,6
CC(C)C(OC(=O)c1cc2c(s1)CCCCC2)C(=O)NC(N)=O (stereo not drawn),-5,3,105,8,-3.9,18,-3.1,-5,28
O=C(C#Cc1ccccc1)c1ccco1,-60,-3,102,4,-2.1,44*,-4.0,-10,20

# New compounds follow:
SMILES,PfM18AAP inh,HCV NS3 hel inh,MEKK2 WT-MEK5,MEKK2 mut-MEK5,IMP-1 inh,NALP1 yeast inh,VIM-2 inh,FID counter,UBC9 SUMO inh
COC(=O)c1ccc(C(=O)N(Cc2ccccc2)c2ccccc2)cc1,1,0,109,8,-3.8,4,-3.1,-38,-5
CCOC(=O)N1CCN(c2nc3ccccn3c(=O)c2C=O)CC1,1,18,102,1,-1.7,12,0.6,-7,-8
COc1cc(/C=N/Nc2ccc(C(=O)O)cc2)ccc1O,50*,10,94,-8,0.7,1,3.9,0,5
O=[N+]([O-])c1ccc(-c2nnc3n2CCCCC3)cc1,2,3,108,7,-4.1,8,-3.3,-2,-7
CCOc1ccccc1CN1CCN(S(=O)(=O)CC)CC1,-1,-2,106,1,-5.4,-4,-4.6,5,18
CC1(CCc2ccccc2)NC(=O)N(Cc2cc([N+](=O)[O-])cc3c2OCOC3)C1=O (stereo not drawn),7,-9,93,-2,-1.2,-9,-4.0,-10,-4
c1ccc(-c2csc(Nc3cccnc3)n2)cc1,5,-11,102,-3,-3.0,21,-3.3,7,5
COc1ccccc1C1(O)CC2CCC(C1)N2S(=O)(=O)c1ccc(C(C)=O)cc1 (stereo not drawn),-3,4,92,-4,-2.6,9,-5.3,-15,16
Cc1sc2nc(C(C)C)nc(SCC(=O)N3c4ccccc4CC3C)c2c1C (stereo not drawn),-6,-7,97,-1,-5.0,18,-2.0,-4,14
CCN(CC)c1ccc(/C=N/NC(=O)C(O)(c2ccccc2)c2ccccc2)o1,3,30,95,0,-0.2,31,-3.8,-31,2

# Full records from above:
# `Cc1sc2nc(C(C)C)nc(SCC(=O)N3c4ccccc4CC3C)c2c1C` (stereo not drawn) across the screens: PfM18AAP inh = -6; HCV NS3 hel inh = -7; MEKK2 WT-MEK5 = 97; MEKK2 mut-MEK5 = -1; IMP-1 inh = -5.0; NALP1 yeast inh = 18; VIM-2 inh = -2.0; FID counter = -4; UBC9 SUMO inh = 14
# `COc1ccccc1C1(O)CC2CCC(C1)N2S(=O)(=O)c1ccc(C(C)=O)cc1` (stereo not drawn) across the screens: PfM18AAP inh = -3; HCV NS3 hel inh = 4; MEKK2 WT-MEK5 = 92; MEKK2 mut-MEK5 = -4; IMP-1 inh = -2.6; NALP1 yeast inh = 9; VIM-2 inh = -5.3; FID counter = -15; UBC9 SUMO inh = 16
# `COC(=O)c1ccc(C(=O)N(Cc2ccccc2)c2ccccc2)cc1` across the screens: PfM18AAP inh = 1; HCV NS3 hel inh = 0; MEKK2 WT-MEK5 = 109; MEKK2 mut-MEK5 = 8; IMP-1 inh = -3.8; NALP1 yeast inh = 4; VIM-2 inh = -3.1; FID counter = -38; UBC9 SUMO inh = -5

# Other structures follow.
SMILES,PfM18AAP inh,HCV NS3 hel inh,MEKK2 WT-MEK5,MEKK2 mut-MEK5,IMP-1 inh,NALP1 yeast inh,VIM-2 inh,FID counter,UBC9 SUMO inh
O=C(CSC1=N/C(=C/c2ccco2)C(=O)N1c1ccc(OC(F)F)cc1)NC1CCS(=O)(=O)C1 (stereo not drawn),12,5,86,-8,-2.8,-9,-1.6,-16,3
N#Cc1cccc(C(c2nnnn2CCc2ccccc2)N2CCN(C3CCCCC3)CC2)c1 (stereo not drawn),-1,-9,100,4,-1.9,-8,-1.5,10,16
O=C(CCCn1c(SCC(=O)c2ccc(Cl)cc2)nc2ccccc2c1=O)NCc1ccco1,-8,-1,82,-12,-2.3,-12,-0.3,0,14
COc1ccc(CNC2c3ccccc3-c3ccccc32)cc1OC,20,-20,109,13,-1.3,15,-4.1,10,-4
CCOc1cccc(C2CC(=O)Nc3cc(OC)c(OC)cc32)c1 (stereo not drawn),-4,1,103,1,-3.3,8,-0.9,-17,22
